# yeast cln2 rad14 = NCI yeast anticancer drug screen, S. cerevisiae cln2 rad14 strain; % growth inhibition at 50 µM; actives 8.3% (n = 78,000);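 note: 0% = growth of vehicle-only cultures of the same strain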
#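 Strain: cln2 rad14 yeast, altered in cell cycle control and DNA damage repair. Read-out: growth inhibition vs vehicle.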
# sgs1 mgt1 = NCI yeast anticancer drug screen, S. cerevisiae sgs1 mgt1 strain; growth inhibition, % at 50 µM; actives 10% (n = 78,000); AID 161;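 note: 0% = growth of vehicle-only cultures of the same strain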
#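 Growth of a repair-deficient yeast mutant was monitored after compound treatment and expressed as inhibition relative to vehicle-treated cultures.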
# rad50 = NCI yeast anticancer drug screen, S. cerevisiae rad50 strain; growth inhibition, % at 50 µM; actives 10% (n = 79,000);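 note: 0% = growth of vehicle-only cultures of the same strain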
#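 Compounds were tested on a yeast strain with an engineered DNA damage repair alteration; the reported value is growth inhibition normalised to vehicle treatment.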
# yeast bub3 = NCI yeast anticancer drug screen, S. cerevisiae bub3 mutant strain | growth inhibition, % at 50 µM | actives 9.9% (n = 78,000) | AID 167;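 note: 0% = growth of vehicle-only cultures of the same strain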
#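 Yeast carrying a defined mutation is treated with each compound, and growth is compared with that of vehicle-exposed cells to give inhibition.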
# yeast mlh1 rad18 = NCI yeast anticancer drug screen, S. cerevisiae mlh1 rad18 strain. actives 11% (n = 79,000). % growth inhibition at 50 µM;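 note: 0% = growth of vehicle-only cultures of the same strain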
#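 Genetically defined yeast (DNA repair-deficient) exposed to compounds; growth inhibition determined relative to vehicle.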
# yeast mec2-1 = NCI yeast anticancer drug screen, S. cerevisiae mec2-1 strain; % growth inhibition at 50 µM; actives 9% (n = 79,000);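 note: 0% = growth of vehicle-only cultures of the same strain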
#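 Compounds were applied to mec2-1 yeast cells. Their growth was then compared with that of vehicle-treated cultures to give growth inhibition.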
# Numbers without * were called inactive; nt = no result given; & = joins results of further samples. Cut-off read from the data, not from the text of the source: active = growth inhibition above about 70%; inactive = the rest. This is a random part of the collection, and some 14% of all compounds hit somewhere here.
SMILES,yeast cln2 rad14,sgs1 mgt1,rad50,yeast bub3,yeast mlh1 rad18,yeast mec2-1
COC(=O)C(=O)C(CC(=O)Nc1cc(Cl)ccc1Cl)C(=O)OC (centres undefined),5,-24,-23,-20,-17,-15
O=C1OC(=O)C(=C(c2ccccc2)c2ccccc2)C1=C(c1ccccc1)c1ccccc1,43,48,52,53,77*,64
N#CCC1(O)c2ccccc2-c2ccccc21,-6,8,-12,1,10,7
COC[C@H]1c2cc(O)c(OCc3ccccc3)cc2O[C@@H]1c1ccc(OC)cc1,9,-40,-15,22,-42,-3
COc1cc2c(cc1O)C1Cc3cc(O)c(OC)cc3C(C2)N1C (centres undefined),3,-30,-30,-26,-22,-13
Cc1cc(C(=O)O)c(CC(=O)O)o1,-31,0,6,13,-18,-14
O=C1SC(c2ccccc2)=S=C1c1ccccc1,25,37,40,14,-25,47
COc1ccc(C2C3=C(COC3=O)OC(C)(C)Oc3cc4c(cc32)OCO4)cc1OC (centres undefined),92*,97*,97*,96*,97*,96*
O=[N+]([O-])c1ccc(N/N=C2\C=C(c3ccccc3)C(c3ccccc3)C2)c([N+](=O)[O-])c1 (centres undefined),23,-9,-36,97*,-14,9
Cc1nnc2cc1CCCCCCCCC2,5,5,12,-11,5,6
C#CCC[N+](C)(C)C,11,-5,-1,-7,5,-12
CC(=O)OCCOC1c2ccccc2-c2ccccc21,19,18,7,25,14,-3
CC(=O)N/N=C/c1ccc2c(c1)CCC2,nt,nt,-15,nt,-8,-14
Clc1ccc(-c2noc(CN3CCOCC3)n2)cc1,26,27,19,30,27,-2
CCOC(=O)NN(C(=O)OCC)c1ccc(N=Nc2ccc(OC)cc2)n1C,71*,70*,46,74*,70,61
CCC(C(=O)c1ccccc1)C1(C(=O)OC)NC(=S)NC(=O)C1C#N (centres undefined),-18,-3,3,-8,4,-3
CCCC1OC(C2CC=CCC2C)OCC1CC (centres undefined),-18,3,-9,-3,-46,7
COc1cccc(C2CCCCC2OS(C)(=O)=O)c1 (centres undefined),0,-6,-2,6,-7,21
O=C1N=C2SC(=S)NC(=S)N2NC12c1ccccc1-c1ccccc12,10,31,30,16,20,-11
O=C1C(CCSc2ccccc2)C(=O)N(c2ccccc2)C1c1ccccc1 (centres undefined),91*,92*,91*,91*,90*,91*
CN(CN1C(=O)C2Cc3ccccc3CN2C1=O)c1ccccn1 (centres undefined),-22,-26,-18,-33,-24,-14
C/C(=N/NC(N)=O)c1ccccc1F,-26,-5,-19,-2,14,3
Cc1cc(Cl)ccc1OCC(=O)Nc1nc(N)nc(N)n1,-8,-28,-13,-5,-17,-12
COc1c(N)c(C)nc(Cl)c1C#N,-1,-3,-10,-1,9,3

# Given field by field: part of the list above.
O=C1C(CCSc2ccccc2)C(=O)N(c2ccccc2)C1c1ccccc1 (centres undefined)
  yeast cln2 rad14: 91*	sgs1 mgt1: 92*	rad50: 91*	yeast bub3: 91*	yeast mlh1 rad18: 90*	yeast mec2-1: 91*

CN(CN1C(=O)C2Cc3ccccc3CN2C1=O)c1ccccn1 (centres undefined)
  yeast cln2 rad14: -22	sgs1 mgt1: -26	rad50: -18	yeast bub3: -33	yeast mlh1 rad18: -24	yeast mec2-1: -14

C/C(=N/NC(N)=O)c1ccccc1F
  yeast cln2 rad14: -26	sgs1 mgt1: -5	rad50: -19	yeast bub3: -2	yeast mlh1 rad18: 14	yeast mec2-1: 3

Cc1cc(Cl)ccc1OCC(=O)Nc1nc(N)nc(N)n1
  yeast cln2 rad14: -8	sgs1 mgt1: -28	rad50: -13	yeast bub3: -5	yeast mlh1 rad18: -17	yeast mec2-1: -12

# Look-ups from the results shown.
# yeast bub3 with CCC(C(=O)c1ccccc1)C1(C(=O)OC)NC(=S)NC(=O)C1C#N (centres undefined) is entered as -8
# yeast mlh1 rad18 with O=C1C(CCSc2ccccc2)C(=O)N(c2ccccc2)C1c1ccccc1 (centres undefined) is entered as 90*
# yeast mec2-1 with CCOC(=O)NN(C(=O)OCC)c1ccc(N=Nc2ccc(OC)cc2)n1C is entered as 61
# sgs1 mgt1 with COc1cccc(C2CCCCC2OS(C)(=O)=O)c1 (centres undefined) is entered as -6

# Later entries:
SMILES,yeast cln2 rad14,sgs1 mgt1,rad50,yeast bub3,yeast mlh1 rad18,yeast mec2-1
CC(C)(C)NCCCCCO,-8,16,-12,-6,-16,18
CCCCCCOC(=O)/C=C1/OC(=O)c2ccccc21,-61,2,-12,11,-16,-16
N#C/C(=C\c1ccccc1)C(=O)Nc1nnc(-c2ccccc2)o1,-2,55,18,9,-22,-5
CC(C)/C(Cl)=N\OC(=O)Nc1ccc(F)cc1F,45,71*,7,82*,58,72*
CC(C)(C)CC(C)(C(=O)O)C(C)(C)C (centres undefined),-13,-3,4,3,15,9
O=C1NC(=O)[C@@H](OCC2CCCCC2)[C@@H]2OCC3OC(C(O)C3O)C12 (some centres undefined),23,10,-34,10,-6,-3
CSC1(C)C(=O)Nc2cc(C(F)(F)F)ccc21 (centres undefined),17,2,18,2,3,2
CCCC1=NCCO1,0,-7,-11,-7,-14,-27
Oc1cccc(/C=N\N=C\c2ccco2)c1,-43,-11,-4,2,10,-9
Cc1ccc([N+](=O)[O-])c(O)c1,5,-4,15,2,9,1
O=c1[nH]cc(F)c(=O)n1-c1ccco1,-1,80*,43,52,35,67
COc1cc(OC)c(NC(=O)/C=C/c2ccccc2)cc1Cl,-21,8,-3,11,21,-76
N=c1ncn(Cc2ccccc2)c2nc[nH]c12,-4,1,-2,10,-4,2
O=C(NNC1=NCCN1Cc1ccccc1)c1cccc(Cl)c1,15,13,-6,-1,2,-25
CNc1nc(Cl)nc2ncn(C)c12,-2,3,7,14,1,-5
COC(=O)c1cc2c(cc1C(=O)OC)C(=O)c1ccccc1C2=O,6,29,19,12,29,21
Cc1cccc(NC(=O)c2cccc(C(=O)Nc3cccc(C)c3C)c2)c1C,-16,18,-12,5,-22,1
CCOC(=O)Cc1cc(=O)n(C)c2ccccc12,-46,-11,-13,0,-1,1
C(=N\NC1=NCCN1)/c1ccccc1,-37,6,-1,-7,13,-9
Cc1ccccc1NP1(=O)OCCCN1Cc1ccc(Cl)c(Cl)c1 (centres undefined),29,15,51,16,27,12
CC1=CC2=NCC(O)CN2C=C1 (centres undefined),13,9,-4,14,2,29
O=CC(O)C(O)C(O)C(O)C(=O)NCCCCCCCCCCCCNC(=O)C(O)C(O)C(O)C(O)C=O (centres undefined),25,22,16,-7,-21,12
CCN1CCOC(c2ccccc2)C1c1ccccc1 (centres undefined),-3,2,8,4,2,1
Cc1cc(OC(=O)Nc2ccc(F)c([N+](=O)[O-])c2)cc(C)c1Cl,11,6,3,20,8,2

# Complete entries from above. Order of screens: yeast cln2 rad14	sgs1 mgt1	rad50	yeast bub3	yeast mlh1 rad18	yeast mec2-1
# O=C(NNC1=NCCN1Cc1ccccc1)c1cccc(Cl)c1 in the list: 15	13	-6	-1	2	-25
# C(=N\NC1=NCCN1)/c1ccccc1 in the list: -37	6	-1	-7	13	-9
# CCN1CCOC(c2ccccc2)C1c1ccccc1 (centres undefined) in the list: -3	2	8	4	2	1

# Following part.
SMILES,yeast cln2 rad14,sgs1 mgt1,rad50,yeast bub3,yeast mlh1 rad18,yeast mec2-1
Cc1cc(O)c(C(c2c(O)cc(C)c(Cl)c2C)C(Cl)(Cl)Cl)c(C)c1Cl,40,31,26,21,18,22
CCOC(=O)CC1(C)OCCO1,22,9,32,21,28,11
COc1cccc(N)c1,-3,-7,5,-5,-10,-12
NCC(O)CSCc1ccc(Cl)cc1 (centres undefined),87*,31,1,74*,83*,25
COc1ccc(OC)c(NC(=O)Sc2c(Cl)c(Cl)nc(Cl)c2Cl)c1,-9,16,18,0,-10,13
CC(C)(Oc1ccc(C(=O)c2ccc(Cl)cc2)cc1Cl)C(=O)N1CCN(c2ccccc2)CC1,-55,-1,2,-9,-6,-46
O=C(O)c1ccccc1[N+](=O)[O-],1,-10,-4,-4,11,10
Fc1ccc2nncc(SCc3ccccc3)c2c1,92*,93*,98*,97*,95*,97*
CN(C)c1cccc2c1C(=O)C=CC21CCc2ccc(N(C)C)c3c(N(C)C)ccc1c23 (centres undefined),6,-2,-5,7,9,12
CC(C)=C1C(=O)N(C)C(=O)C1C(N)=O (centres undefined),-6,-16,0,3,11,2
CCC(C)OC(=S)S (centres undefined),-21,74*,43,91*,85*,34
N=C(N)c1nn(C2OC(CO)C(O)C2O)c2nc[nH]c(=O)c12 (centres undefined),18,10,1,6,27,-10
C=CCN1CC2CON(C(=O)C(OC)(c3ccccc3)C(F)(F)F)C2C1C(C)C (centres undefined),18,9,2,24,-6,-18
CC(C)(CO)N(CC(=O)O)CC(=O)O,4,24,9,-3,21,6
NC(C=O)C(O)C(O)C(O)CO (centres undefined),-10,5,-2,-20,-7,-18
CC1=CC(=O)N(c2c(C)cccc2Cl)C(C)N1 (centres undefined),8,4,-8,11,-2,-25
Nc1nc(SCc2ccccn2)c2ncn(C3CCCC3)c2n1,-24,14,50,19,58,25
CC1CC(=O)c2cc3oc(=O)n(C)c3cc21 (centres undefined),-20,-6,-3,19,0,-4
C[C@@H]1CCC[C@H]1C(N)C(=O)O (some centres undefined),-25,-4,-18,-18,-13,2
O=C(CCl)[O][Bi]([O]C(=O)CCl)([c]1ccccc1)([c]1ccccc1)[c]1ccccc1,6,-8,13,10,23,16
O=C1Cc2c(c3ccccc3c3ccccc23)C1,-41,-4,21,4,21,8
CC1(O)CCC2CC1C2(C)CO (centres undefined),-28,-9,2,-7,3,7
COc1ccccc1C(c1ccccc1OC)c1ccccc1C(=O)O,15,6,14,6,27,-3
CCCCCCCC(=O)C1C(=O)OC(C)(C)OC1=O,10,-8,10,0,-7,-6
CCC(C)(C)c1ccc(Oc2cccc(C(=O)O)c2)cc1,88*,58,72*,72*,87*,79*
COC(=O)C(CCC1(C)OCCO1)=[N+]=[N-],3,-15,-7,-19,-16,1
O=C1C2C3CCC(O3)C2C(=O)N1c1cccc2ccccc12 (centres undefined),-7,49,-1,-10,8,8
CCCCCCCCCCCCCCCCC1=CC(=O)C=C(OC)C1=O,-36,23,13,0,16,1
O=C1NC(=O)C2C3OC(C(Cl)C3Cl)C12 (centres undefined),43&20,12&-8,18&1,8&-5,-1&-8,12&-20
COC(=O)CSC(=S)Nc1ccc(Cl)cc1,-75,44,83*,36,51,4
O=c1[nH]cnc2c1cnn2-c1ccccc1,4,10,17,-2,22,5
Cc1ccc2cccc(OC(=O)c3c(F)cccc3Cl)c2n1,4,19,-1,28,15,-21
NC(=O)OC1CCN(c2cccc(Cl)c2)C1 (centres undefined),24,-16,-8,-19,2,-22
CC(=O)OC1CCC2(C)C(CCC3(C)C2C(=O)C=C2C4CC(C)(C(=O)O)CCC4(C)CCC23C)C1(C)C (centres undefined),-4,-13,-4,-6,-8,-10
CC(=O)c1ccccc1N,11,-5,6,2,-2,-21
Clc1ccc(-c2nnc3c4ccccc4ccn23)cc1,10,-5,14,-4,1,-11
C1CCC2CC3(CCNCC3)CCC2C1 (centres undefined),84*,88*,75*,87*,92*,55
O=S(=O)(c1ccc(NC(=S)NCc2cccnc2)cc1)N1CCCCC1,2,24,22,36,22,12
CCOC(=O)Nc1c2ccccc2c(NC(=O)OCC)c2cc(Cl)ccc12,3,4,4,3,20,-2
c1ccc(CCN2CCc3ccccc3C2)cc1,34,50,44,57,22,13
CCC1(CC)CC(=O)NC1=O,2,-40,-5,-26,-11,-12
CNC(=O)NCCCCCCCCCCC(=O)O,-7,15,4,34,18,12
CCc1ccccc1NC(=S)NC1CCCCC1,-18,0,-3,32,-6,-9
O=S1(=O)CC(O)C(Br)C1 (centres undefined),5,10,-7,2,-11,24
O=S(=O)(O)C1=CC(=N/Cl)/C=CC/1=N\Cl,-4,-15,-26,-42,-25,-24
CC(C)C(/C=C/c1ccc(Cl)cc1)=N\NC(=O)N/N=C(/C=C/c1ccc(Cl)cc1)C(C)C,-6,4,1,-10,5,-3
O=c1oc2ccccc2c2ccccc12,-6,-16,-3,1,-8,-10
CC(C)=CCC(OC(=O)C=C(C)C)c1cc(O)c2c(O)ccc(O)c2c1O.[Mn] (centres undefined),54,25,36,46,87*,47
CC(=O)NC(C=O)C(O)C(O)C(O)C(=O)O (centres undefined),23,2,22,8,10,-11
O=C(Cc1nc2ccccc2o1)C(=O)Nc1ccc(Cl)cc1Cl,17,1,11,-16,16,-5
CCCNN(CCC)C(N)=O,3,-6,1,24,-7,14
C[C@@H]1CC[C@H]2[C@H]1[C@H]1[C@@H](CC[C@]2(C)N=C=S)C1(C)C,-9,-17,-4,10,0,-16
Cc1ccc(S(=O)[O-])cc1.Cc1ccc(S(=O)[O-])cc1.[Zn+2],15,16,27,-2,0,1
CCOC(=O)c1c(N)n(-c2ccccc2)c(=O)n(-c2ccccc2)c1=O,19,-31,-9,-32,-34,-5
C=CCNc1ccc([N+](=O)[O-])cc1[N+](=O)[O-],5,25,19,-8,13,17
OCC1CCc2[nH]c3ccccc3c2C1 (centres undefined),31,-4,-8,12,4,-7

# Source: PubChem BioAssay
